# Compound activity: PubChem BioAssay, Sanford-Burnham Center for Chemical Genomics
# 697 NFkB inh: inhibitors of PMA/ionomycin-induced NF-kB reporter, 697 cells, primary screen, B-cell NF-kB inhibitor project, cell-based, luminescence, uHTS; 697 B-cell NF-kB luciferase reporter, 16 h; inhibition, % at 4 µM; hit rate 0.33% among 330,000; AID 435022, 2010; in the data active = inhibition above about 35%
# CCR6 antag: CCR6 receptor antagonists, primary screen, cell-based, CHO-K1, luminescence, beta-arrestin, uHTS; CHO-K1 CCR6 PathHunter beta-arrestin, CCL20-stimulated; inhibition, % at 20 µM; hit rate 0.49% among 340,000; AID 493098, 2011;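 active = compounds whose inhibition of the agonist-driven luminescence signal at 20 µM reaches about 50%, limit read from the data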;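 also: cells stimulated with CCL20 at 14 nM final; plate controls were DMSO with CCL20 for no effect and DMSO without agonist for full effect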
# Jurkat NFkB inh: inhibitors of induced NF-kB luciferase reporter, primary screen, TCR NF-kB activation inhibitor project, cell-based, luminescence, uHTS; Jurkat, PMA/ionomycin-induced NF-kB luciferase reporter; inhibition, % at 4 µM; hit rate 0.53% among 330,000; AID 435003, 2010
# Apaf-1 inh: inhibitors of human Apaf-1 apoptosome, primary screen, biochemical, DEVD-Rh110 fluorescence, uHTS. reconstituted apoptosome caspase-3 activity. inhibition, % at 20 µM. hit rate 0.71% among 330,000; active = inhibition of at least 40% at 20 µM;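 also: plate controls were DMSO wells for no effect and DEVD-CHO caspase inhibitor wells for full effect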
# Target sequence (O14727 whole entry, looked up): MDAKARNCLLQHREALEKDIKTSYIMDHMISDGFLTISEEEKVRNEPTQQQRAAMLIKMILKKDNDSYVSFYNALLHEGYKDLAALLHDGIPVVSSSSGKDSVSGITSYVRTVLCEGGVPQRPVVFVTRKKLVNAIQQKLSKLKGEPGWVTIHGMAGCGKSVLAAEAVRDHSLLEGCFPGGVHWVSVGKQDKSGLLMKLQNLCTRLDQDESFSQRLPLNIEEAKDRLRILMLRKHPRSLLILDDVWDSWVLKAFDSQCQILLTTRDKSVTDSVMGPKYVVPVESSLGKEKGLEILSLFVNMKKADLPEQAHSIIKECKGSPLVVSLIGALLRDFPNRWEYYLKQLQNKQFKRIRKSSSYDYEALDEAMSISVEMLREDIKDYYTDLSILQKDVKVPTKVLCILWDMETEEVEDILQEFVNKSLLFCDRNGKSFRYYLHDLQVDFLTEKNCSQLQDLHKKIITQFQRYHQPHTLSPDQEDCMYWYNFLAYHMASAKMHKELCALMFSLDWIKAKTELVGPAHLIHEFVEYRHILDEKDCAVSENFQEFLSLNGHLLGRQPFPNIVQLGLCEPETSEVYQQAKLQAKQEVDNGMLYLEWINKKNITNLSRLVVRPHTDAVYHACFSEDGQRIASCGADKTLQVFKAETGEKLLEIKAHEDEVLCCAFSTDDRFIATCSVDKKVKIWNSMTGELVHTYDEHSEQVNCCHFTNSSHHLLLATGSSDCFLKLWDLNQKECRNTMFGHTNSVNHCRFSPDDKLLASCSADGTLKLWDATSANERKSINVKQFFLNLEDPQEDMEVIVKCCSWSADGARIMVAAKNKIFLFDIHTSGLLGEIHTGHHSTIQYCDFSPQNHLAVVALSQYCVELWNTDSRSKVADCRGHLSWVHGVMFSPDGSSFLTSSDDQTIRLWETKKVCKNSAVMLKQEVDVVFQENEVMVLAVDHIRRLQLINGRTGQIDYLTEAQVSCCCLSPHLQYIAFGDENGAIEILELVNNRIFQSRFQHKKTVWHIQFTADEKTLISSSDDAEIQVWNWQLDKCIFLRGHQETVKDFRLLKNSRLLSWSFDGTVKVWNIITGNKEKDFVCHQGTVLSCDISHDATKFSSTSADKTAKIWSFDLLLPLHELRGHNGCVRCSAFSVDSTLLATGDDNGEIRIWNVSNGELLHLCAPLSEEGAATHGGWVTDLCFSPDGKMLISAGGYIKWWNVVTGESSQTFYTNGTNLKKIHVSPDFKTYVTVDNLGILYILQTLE
#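 Material: reconstituted apoptosome with Apaf-1, cytochrome c, caspase-9, procaspase-3, dATP; medium: pH 7.5 Hepes buffer with CHAPS, BSA, DTT; also added: cytochrome c and DEVD-Rh110 substrate; timing: 30 min plus 50 min, RT; signal: Rh110 fluorescence intensity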
# EBI2 block: EBI2 receptor antagonists, beta-arrestin recruitment, primary screen, cell-based, luminescence, 7a,25-OHC stimulation, uHTS. 7a,25-OHC stimulated. inhibition, % at 5 µM. hit rate 0.81% among 360,000. AID 651636, 2012; in the data active = inhibition above about 38%;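 also: enzyme fragment complementation signal reports receptor beta-arrestin coupling in cells; 0% = agonist plus DMSO wells and 100% = wells without agonist; some results beyond the cut were filed as inactive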
# SENP8 block: SENP8 protease inhibitors, primary screen, biochemical, luminescence; Sentrin-specific protease 8 (Homo sapiens), Q96LD8; purified SENP8, Z-RLRGG-aminoluciferin cleavage; inhibition, % at 10 µM; hit rate 1.2% among 330,000; AID 2540, 2010
# Gli-Sufu antag: Gli-Sufu pathway antagonists, primary screen, luciferase luminescence, Sufu-KO-LIGHT cells, uHTS; inhibition, % at 5 µM; Sufu-KO-LIGHT fibroblasts, Gli luciferase reporter luminescence; hit rate 0.74% among 340,000; AID 588413, 2011;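 active = inhibition above about 55%, limit read from the data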;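 also: 0% = DMSO-treated cells and 100% = wells with medium but no cells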
# UBC13 inh: UBC13 polyubiquitin chain formation inhibitors, primary screen, biochemical, TR-FRET, uHTS. Ubiquitin-conjugating enzyme E2 N (Homo sapiens), P61088. inhibition, % at 20 µM. hit rate 0.47% among 330,000; in the data active = inhibition above about 45%, passing the limit was not always enough
# Active calls of the source: *; nt = no result given. Rule as the data show it, unless noted: active = inhibition above about 50%; inactive = the rest. A portion of the library; the hit share may differ from the screen's.
# Each structure is followed by: 697 NFkB inh	CCR6 antag	Jurkat NFkB inh	Apaf-1 inh	EBI2 block	SENP8 block	Gli-Sufu antag	UBC13 inh
CC(Oc1ccccc1)C(=O)Nc1cc(Cl)ccc1-n1cncn1 (stereo unspecified)
  10	15	2	10	-7	1	-2	4
Cc1c(C)c(C)c(S(=O)(=O)NCCc2ccccn2)c(C)c1C
  10	-1	-5	12	-1	-4	-1	5
O=C(Nc1nnc(-c2ccc(Cl)cc2)o1)c1ccccc1Br
  -37	9	-9	9	-11	-12	2	-15
CC(C)N1CCC(N2CCN(Cc3cccc4nonc34)CC2CCO)CC1 (stereo unspecified)
  20	-1	1	-3	-6	-4	8	-1
CC1CC(C)CN(c2ncc3c(n2)CC(c2ccc(Cl)cc2)CC3=O)C1 (stereo unspecified)
  -24	23	-1	31	57*	-7	7	5
COc1ccc(-n2cc(CNCCc3cscn3)c(-c3ccccc3Cl)n2)cc1
  -2	11	-11	13	nt	-6	34	8
O=C1CC(N2CCOCC2)C(=O)N1c1cc(Cl)cc(Cl)c1 (stereo unspecified)
  3	1	8	-16	-3	-1	4	2
Cc1ccc(C)c(S(=O)(=O)N2CCN(c3nc(CN4CCOCC4)nc4sc(C)c(C)c34)CC2)c1
  -5	13	1	20	7	3	4	18
COc1cccc(CNC(=O)CCn2c(=O)oc3ccccc32)c1
  16	-27	12	0	2	2	-5	4
CCOC(=O)c1c(-c2ccccc2Cl)csc1NC(=O)c1cc(S(=O)(=O)N2CCOCC2)ccc1C
  -14	12	19	-2	21	-4	14	0
COC(=O)CSc1nc2c(cnn2-c2ccc(Cl)cc2)c(=O)[nH]1
  5	4	-8	10	11	7	-5	-9
COc1ccc(CCN2CC(C(=O)Nc3nccs3)CC2=O)cc1OC (stereo unspecified)
  16	5	13	-4	-7	7	-1	10
CCOc1cccc(/C=C(\C#N)C(=O)NC2CC2)c1
  10	2	5	-7	14	4	3	3
CCOC(=O)c1ccc(S(=O)(=O)Nc2ccc3cn[nH]c3c2)cc1
  -45	4	5	15	2	3	14	-10
CCOc1ccccc1N1CCN(CC(O)COCc2cccs2)CC1 (stereo unspecified)
  11	13	11	-2	-1	10	24	4
Cc1ccc(S(=O)(=O)N(C)C)cc1NC(=O)c1n[nH]c(=O)c2ccccc12
  0	2	-17	9	6	-5	10	-11
COc1ccc(C(C)C)cc1S(=O)(=O)n1cnc(C)c1
  9	10	12	7	-8	-2	10	3
COC(=O)c1ccc(N2C(=O)CC(SCC(=O)Nc3ccc(OC)cc3)C2=O)cc1 (stereo unspecified)
  9	10	-5	-22	-2	4	4	-6
O=C1N=C(N2CCOCC2)S/C1=C\c1ccc(-c2ccccc2Cl)o1
  -28	4	-10	23	-24	2	2	-1
COc1ccc([N+](=O)[O-])cc1NC(=O)Nc1cccc(Cl)c1
  21	33	18	-5	4	1	41	4

# Next section, starting with the last 2 of the part before.
# Each structure is followed by: 697 NFkB inh	CCR6 antag	Jurkat NFkB inh	Apaf-1 inh	EBI2 block	SENP8 block	Gli-Sufu antag	UBC13 inh
O=C1N=C(N2CCOCC2)S/C1=C\c1ccc(-c2ccccc2Cl)o1
  -28	4	-10	23	-24	2	2	-1
COc1ccc([N+](=O)[O-])cc1NC(=O)Nc1cccc(Cl)c1
  21	33	18	-5	4	1	41	4
Cc1cc(C(=O)NC2CCCCC2)c(C)o1
  -24	-8	-6	-7	1	-6	1	-9
CN(C(=O)Nc1ccc(Cl)c(Cl)c1)c1ccccc1C(=O)O
  -14	-8	-1	-9	-2	-1	-7	18
O=C(COC(=O)Cc1c(Cl)cccc1Cl)Nc1ccc2[nH]c(=O)[nH]c2c1
  9	6	10	-4	-6	-7	-4	1
Cc1nc(NC(=O)COC(=O)c2cc3c(s2)CCC(C)C3)c(Cl)cc1Cl (stereo unspecified)
  -2	5	9	17	-2	-1	-15	4
COc1ccc(C(CNC(=O)c2oc3c(Cl)cccc3c2C)N2CCCC2)cc1 (stereo unspecified)
  4	2	-9	23	-2	4	26	9
Cc1cccc(C(=O)NC(=S)Nc2ccc(S(=O)(=O)N3CCCCC3)cc2)c1
  -21	41	7	10	62*	-5	2	-2
CCOC(=O)C1=C(CN2CCSCC2)NC(=O)NC1c1cc(C)ccc1C (stereo unspecified)
  -1	8	-13	-10	3	2	7	2
CC(=O)Nc1ccc(NC=C(C#N)C#N)cc1
  -10	9	-3	-4	-6	3	4	11
O=C(Nc1cccc(Cl)c1)c1nc[nH]c1C(=O)NCCCCNC(=O)c1[nH]cnc1C(=O)Nc1cccc(Cl)c1
  2	37	3	2	-8	7	5	-8
CCCN1C(=O)/C(=N\OCC(=O)Nc2ccc(C(C)C)cc2)c2ccccc21
  -9	15	-18	28	-6	-18	-8	-20
CN(C)c1ccc(CNC2C3CC4CC(C3)CC2C4)cc1 (stereo unspecified)
  -1	0	-4	-11	-24	2	1	6
CCCCn1nc2cc(C(=O)NC3CCCc4ccccc43)ccc2c1OCC (stereo unspecified)
  27	17	16	-2	9	3	15	16
CNC(=S)NNC(=O)c1cccn(Cc2cccc(C(F)(F)F)c2)c1=O
  11	4	1	-1	3	-7	4	-1
COc1ccc(N2CCn3c2nc2c3c(=O)n(CCCc3ccccc3)c(=O)n2C)c(OC)c1
  -32	24	49	31	13	-10	51	-13
COc1ccc(NC(=O)CS(=O)(=O)c2cn(CC(=O)N3CCCC3)c3ccccc23)c(OC)c1
  9	-3	2	-3	-3	0	-2	5
O=C(O)c1ccc(S(=O)(=O)c2ccc3c(c2)C(=O)N(NC(=O)c2ccncc2)C3=O)cc1
  6	9	-5	-17	2	1	4	2
CC1(C)CC(=O)C2=C(C1)N=C1SCCC(=O)N1C2c1ccccc1 (stereo unspecified)
  -16	-1	4	-27	10	-2	-23	-3
CC(Oc1ccccc1Cl)C(=O)Nc1ccc(S(=O)(=O)Nc2nccs2)cc1 (stereo unspecified)
  -22	11	-6	-3	-1	-1	-1	-17
CCOC(=O)NN1C(=O)c2ccccc2NC1c1ccccc1 (stereo unspecified)
  10	14	17	0	-3	-5	2	28
NC(=O)C1CCCN1S(=O)(=O)c1ccc2ccccc2c1 (stereo unspecified)
  1	-1	6	-6	4	-9	-16	4

# Single records, from the list above. Order of screens: 697 NFkB inh | CCR6 antag | Jurkat NFkB inh | Apaf-1 inh | EBI2 block | SENP8 block | Gli-Sufu antag | UBC13 inh
# `COc1ccc(NC(=O)CS(=O)(=O)c2cn(CC(=O)N3CCCC3)c3ccccc23)c(OC)c1` is listed as 9 | -3 | 2 | -3 | -3 | 0 | -2 | 5
# `CNC(=S)NNC(=O)c1cccn(Cc2cccc(C(F)(F)F)c2)c1=O` is listed as 11 | 4 | 1 | -1 | 3 | -7 | 4 | -1

# Later entries
# Each structure is followed by: 697 NFkB inh	CCR6 antag	Jurkat NFkB inh	Apaf-1 inh	EBI2 block	SENP8 block	Gli-Sufu antag	UBC13 inh
O=C(CC(Nc1ccccc1)c1ccccc1)C1CC1 (stereo unspecified)
  1	7	-7	-10	7	1	0	0
CCCCNC(=O)CN1C(=O)COc2ccc(S(=O)(=O)N3CCCCCC3)cc21
  -6	-1	16	5	6	9	5	-16
COc1cccc(CN2CCNC(=O)C2CC(=O)NC2Cc3ccccc3C2)c1 (stereo unspecified)
  3	1	-5	10	7	-5	-11	-6
Cc1c(C(=O)NCc2ccc3c(c2)OCO3)oc2ccc(Br)cc12
  17	6	9	1	-3	-4	0	4
O=c1c([N+](=O)[O-])cccn1Cc1ccccc1Cl
  21	10	-4	-21	-7	5	19	1
CC(C)C(c1nnnn1Cc1ccco1)N1CCN(c2cccc(Cl)c2)CC1 (stereo unspecified)
  7	17	5	17	14	-9	1	-2
O=C1CCc2cc(S(=O)(=O)N3CCN(c4ccccc4F)CC3)ccc2N1
  -39	-13	8	-14	-10	1	1	-9
Cc1ccc(S(=O)(=O)N2CCCN(c3nc4cc(C)ccc4cc3C#N)CC2)cc1
  20	25	3	-2	-5	-5	5	30
Cc1ccc(CSc2nnc(NC(=O)C3=COCCO3)s2)cc1
  -7	7	4	1	5	-4	-8	1
C/C=C/C1=CC(=O)C[C@H](c2ccc(Cl)cc2)C1
  15	14	13	8	-2	6	-2	10
Cc1ccc(CNC(=O)C(=O)NCCC2CCCCN2S(=O)(=O)c2ccc(C)cc2)cc1 (stereo unspecified)
  -17	-1	1	23	30	-11	23	3
O=C(O)c1ccc(-c2nnc(-c3cccc(Br)c3)o2)cc1
  -84	3	-27	5	-17	-8	-29	-3
O=C(Nc1nc2c(Cl)c(Cl)ccc2s1)C1CC1
  11	-20	13	7	-9	-24	-11	4
CC(=O)Nc1ccc(S(=O)(=O)Nc2ccccc2C(=O)N2CCCCC2)cc1
  -29	-13	-10	4	-5	6	-21	-1
Cc1cccc(C)c1NC(=O)CN(C)C(=O)c1ccc(N2C(=O)CCC2=O)cc1
  4	19	6	2	-6	8	3	4
Cc1ccc(OCc2ccc(C(=O)O)o2)c([N+](=O)[O-])c1
  -17	10	7	0	-11	72*	-6	-1
Cc1nc(-c2cccnc2)sc1C(=O)Nc1ccc(F)cc1F
  -14	3	0	1	-5	2	7	-6
CCCCCCOC(=O)c1ccc(N)cc1
  4	-6	-11	-8	-45	6	-58	1
OCCC#Cc1ccc(CN2CCN(C3CCCCC3)C(CCO)C2)cc1 (stereo unspecified)
  -11	-10	-3	9	5	-4	-14	-4
Cc1c(Cc2ccccc2)sc(N)c1C(N)=O
  -41	nt	-7	12	nt	9	nt	-7
Cc1onc(-c2c(Cl)cccc2Cl)c1NC(=O)N1CCSCC1
  5	-12	1	-10	-10	3	-3	8
O=C(CSc1nc2cc(Cl)ccc2s1)NCc1ccc2c(c1)OCO2
  -13	15	-35	6	-12	2	3	0
CCOC(=O)C1=C(CS(=O)(=O)c2ccc(F)c(C)c2)NC(=O)NC1c1ccc(O)c(O)c1 (stereo unspecified)
  15	-1	6	1	-7	6	0	15
NC1=NC(=O)C2(COC(c3ccncc3)OC2)S1 (stereo unspecified)
  -3	1	-8	-9	-6	1	5	5
NCCC(=O)NC[C@H]1O[C@@H](n2cnc3c(N)ncnc32)[C@H](O)[C@@H]1O
  14	20	nt	11	0	nt	-4	nt
Cc1ccc(/C=C2\SC(=S)N(NS(=O)(=O)c3ccc(C)cc3)C2=O)cc1
  17	11	3	5	-2	0	2	-13
Cc1ccn2cc(-c3cccc(NC(=O)CCC(=O)O)c3)nc2c1
  4	13	4	-4	-12	-1	3	4
CCCc1cc(C(=O)OC)c(NC(=O)CCCC(=O)O)s1
  16	-13	8	-5	14	2	-1	1
Cn1ccnc1Sc1nnnn1-c1ccccc1
  -17	-6	-14	2	-9	1	10	-7
Cc1sc(NC(=O)Cn2cnnn2)nc1-c1ccc(Cl)cc1
  15	3	1	5	6	3	0	15
O=C(CCS(=O)(=O)c1ccccc1)Nc1ccc2c(c1)OCO2
  -17	-9	-47	3	-6	-6	1	-2
CC1(C)Cc2c(sc(NC(=O)C(=O)N3CCCCC3)c2C(N)=O)CO1
  9	10	-10	2	-2	0	1	4
Cc1ccc(S(=O)(=O)N2CCN(CCc3ccncc3)CC2)cc1
  4	3	4	-4	9	-4	6	4
O=C(CNC(=S)N(CCCN1CCOCC1)Cc1cccs1)NC1CCCCC1
  18	1	0	-15	8	-1	9	19
CC(=O)OCCNc1cc(SC(C)C)c2nonc2c1[N+](=O)[O-]
  21	18	-2	-2	9	10	-1	-21
Cc1ccc(S(=O)(=O)N2CCC(C(=O)N3CCC(C(=O)NCC4CCCO4)CC3)CC2)cc1 (stereo unspecified)
  11	-7	3	-3	0	-2	3	-10
